Bioassay records deposited in PubChem by several laboratories.
DAX1 inh-1: DAX1 (NR0B1) inhibitors on StAR promoter, primary screen, cell-based, luminescence, SF-1 (NR5A1), full-length DAX-1; HEK293T StAR-luciferase reporter, SF-1/DAX-1 repression relief; inhibition, % at 6.8 µM; hit rate 1.1% among 370,000; AID 652010, 2013;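 active = inhibition above the mean over all tested compounds plus 3 SD, cut at about 3.6% in these data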;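 also: 0% = DAX-1 cells with DMSO and 100% = cells lacking DAX-1 with DMSO; higher inhibition means more luminescence from relief of DAX-1 repression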
NR1D1 modulator: modulators of Rev-erb alpha DNA binding, primary screen, biochemical, FITC-DNA, fluorescence polarization, uHTS. Rev-erbα–FITC-DNA binding, 90 min. hit rate 0.79% among 370,000. activity, % at 10 µM. Nuclear receptor subfamily 1 group D member 1 (Homo sapiens), P20393;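 active = activity above about 14%, limit read from the data; passing the limit was not always enough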;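 also: 0% = DMSO wells with 35 nM protein and 100% = DMSO wells with 750 nM protein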
PG9 binder: binders of HIV-1 gp120 antibody PG9, primary screen, biochemical, TR-FRET | AID 624416, 2012 | inhibition, % at 6.7 µM | TR-FRET gp120-PG9 antibody binding | hit rate 0.43% among 360,000 | HIV-1 gp120 / PG9 antibody interaction; in the data active = inhibition above about 8.5%
ssDAF-12 act: S. stercoralis DAF-12 nuclear receptor activators, primary screen, cell-based, luminescence, HEK293, GRIP1 co-expression, lit1-tk-luc; activation, % at 6.8 µM; AID 652126, 2013; HEK293 ssDAF-12/GRIP1 lit1-tk-luc reporter; % of 3 µM dafachronic acid response; hit rate 1% among 370,000; Nuclear hormone receptor DAF-12 (Strongyloides stercoralis);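 active = activation above the mean over all tested compounds plus 3 SD, cut at about 0.9% in these data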;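 also: 0% = DMSO-only wells and 100% = 3 µM delta7-dafachronic acid wells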
HGIII-sPLA2 inh: human group III sPLA2 inhibitors, primary screen, biochemical, QFRET, BODIPY PC-A2 liposome substrate; inhibition, % at 12.2 µM; QFRET BODIPY PC-A2 liposome hydrolysis, fluorescence; hit rate 0.56% among 370,000; Group 3 secretory phospholipase A2 (Homo sapiens), Q9NZ20;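 active = inhibition above mean plus 3 SD of compounds lying within the high and low control bounds, cut at about 19% in these data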;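 also: 0% = median of test compound wells and 100% = no enzyme DMSO wells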
Target sequence (Q9NZ20 whole entry, looked up): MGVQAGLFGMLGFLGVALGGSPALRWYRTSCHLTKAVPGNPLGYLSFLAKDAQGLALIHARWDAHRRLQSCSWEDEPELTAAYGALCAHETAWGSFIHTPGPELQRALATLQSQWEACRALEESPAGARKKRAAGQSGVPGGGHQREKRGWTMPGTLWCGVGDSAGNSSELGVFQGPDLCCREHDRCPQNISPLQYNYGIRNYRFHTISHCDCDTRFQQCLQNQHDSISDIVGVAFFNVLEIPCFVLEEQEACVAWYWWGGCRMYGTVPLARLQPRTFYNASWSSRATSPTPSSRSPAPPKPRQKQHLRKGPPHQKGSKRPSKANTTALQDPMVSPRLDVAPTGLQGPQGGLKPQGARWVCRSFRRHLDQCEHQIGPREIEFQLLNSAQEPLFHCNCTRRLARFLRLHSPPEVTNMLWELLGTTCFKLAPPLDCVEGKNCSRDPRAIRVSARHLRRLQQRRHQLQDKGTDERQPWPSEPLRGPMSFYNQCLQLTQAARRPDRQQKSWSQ
GAA850 FXN act: FXN promoter activators, primary screen, cell-based, luciferase luminescence, HEK293 lucGAA850; AID 540364, 2011; HEK293 lucGAA850 FXN promoter luciferase reporter, 24 h; percent of 10 µM SAHA response; activation, % at 6 µM; hit rate 0.56% among 360,000;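 active = activation above the average of all compounds screened plus 3 SD, cutoff fixed separately per campaign, cut at about 7.5% in these data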;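 also: 0% = DMSO wells and 100% = 10 µM SAHA wells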
SMARCA2 activ: SMARCA2 (BRM) function activators, primary screen, cell-based, luminescence, high throughput | hit rate 1% among 370,000 | MG213 cells, MMTV-luciferase reporter, dexamethasone, overnight | AID 652017, 2013 | activation, % at 9.1 µM; in the data active = activation above about 7.8%;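 also: 0% = vehicle wells and 100% = reference activator wells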
PLCb3 inh: human PLC-beta3 inhibitors, primary screen, biochemical, fluorescence; 1-phosphatidylinositol 4,5-bisphosphate phosphodiesterase beta-3 (Homo sapiens), Q01970; inhibition, % at 12.2 µM; Purified PLC-beta3, fluorogenic substrate; AID 720704, 2013; hit rate 0.18% among 370,000; in the data active = inhibition above about 11%;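 also: 0% = median of compound wells on plate and 100% = full blocker control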
hgDAF12 agonist: H. glycines DAF-12 receptor agonists, primary screen, cell-based, luminescence, HEK293, GAL4 fusion, UAS-luciferase; activation, % at 6.8 µM; HEK293 GAL4-hgDAF12 UAS-luciferase reporter, agonist luminescence; normalized to butyrate control; hit rate 1.8% among 370,000; Nuclear hormone receptor DAF-12 (Heterodera glycines), GAL4 fusion;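 active = activation above a cutoff set at the mean of all screened compounds plus 3 SD, cut at about 10% in these data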;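 also: 0% = DMSO wells and 100% = sodium butyrate wells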
DAX1 inh-2: DAX1 (NR0B1) inhibitors, primary screen, cell-based, HEK293, Gal4-DAX1, luciferase luminescence; AID 504766, 2011; HEK293 Gal4-DAX1 luciferase reporter; Nuclear receptor subfamily 0 group B member 1 (Homo sapiens), P51843; inhibition, % at 6.75 µM; hit rate 0.99% among 340,000;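 active = inhibition above the mean over all tested compounds plus 3 SD, cut at about 4.2% in these data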;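 also: 0% = DAX1-transfected cells with DMSO and 100% = empty-vector control cells with DMSO; inhibition shows as a rise in luminescence from relieved DAX1 repression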
Target sequence (P51843 207-470 limits assumed): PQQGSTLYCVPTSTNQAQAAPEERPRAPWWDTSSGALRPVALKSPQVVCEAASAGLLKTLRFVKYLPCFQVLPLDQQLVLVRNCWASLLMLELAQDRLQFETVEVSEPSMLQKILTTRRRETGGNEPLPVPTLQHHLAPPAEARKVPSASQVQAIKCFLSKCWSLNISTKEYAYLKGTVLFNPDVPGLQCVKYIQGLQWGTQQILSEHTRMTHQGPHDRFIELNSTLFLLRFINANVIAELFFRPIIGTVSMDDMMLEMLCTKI
hcDAF-12 act: H. contortus DAF-12 nuclear receptor activators, primary screen, cell-based, luminescence, HEK293, lit1-tk-luc reporter | hit rate 1.4% among 370,000 | activation, % at 6.8 µM | HEK293 hcDAF-12 lit1-tk-luc reporter; 0% DMSO, 100% Δ7-dafachronic acid | AID 652067, 2013;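 active = activation above the mean of all tested compounds plus 3 SD, cut at about 5.5% in these data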;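 also: 100% = response to 3 µM Δ7-dafachronic acid high control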
Numbers without * were called inactive; x = no result given.

SMILES	DAX1 inh-1	NR1D1 modulator	PG9 binder	ssDAF-12 act	HGIII-sPLA2 inh	GAA850 FXN act	SMARCA2 activ	PLCb3 inh	hgDAF12 agonist	DAX1 inh-2	hcDAF-12 act
COC(=O)c1ccccc1OCCOc1ccccc1C(=O)OC	-0.3	-5	1.4	-0.9	3	2.9	0	0	1.4	-0.6	0.3
C=CCNC(=S)NNC(=O)CCC(O)COCCC(C)C (stereo not given)	-0.2	-4	1.7	-1.5	4	0.2	0	2	-0.9	1.2	-0.9
CCCCN1CCC(=O)C(C(=O)OCC)=C1C(=O)OCC	0.1	-1	0.2	-0.8	12	-0.3	-1	4	-2.1	-1.8	0.9
CCC(=O)N(Cc1cc(=O)[nH]c2ccccc12)c1ccc(C)cc1C	0.5	6	0.5	0.1	-9	0.5	0	-4	0.4	-1.0	2.6
CCOC(=O)CSc1nc2cc(C(=O)NCC3CCCO3)ccc2c(=O)n1Cc1ccco1 (stereo not given)	-0.6	-1	0.5	-1.6	3	1.6	0	0	0.1	1.6	-0.5
CCOc1cc(C(=O)Nc2cccc3ncccc23)cc(OCC)c1OCC	-0.8	-6	-0.2	-1.2	-2	-1.0	-1	5	-2.0	-0.2	-0.5
Cc1ccc(C(=O)CC2SC(N)=NC2=O)cc1 (stereo not given)	-0.6	-2	-0.1	-1.3	0	-0.2	0	0	-0.4	0.1	0.9
COc1cc(NC(=O)CN(C)S(=O)(=O)c2ccc3c(c2)CC(C)N3C(C)=O)cc(OC)c1 (stereo not given)	-0.1	3	0.7	-1.0	1	-0.6	-1	-10	2.6	-0.2	-1.1
CC(=O)Nc1c(C(=O)N2CCOCC2)cnn1-c1ccc(C)c(C)c1	-1.1	0	-1.6	-1.2	11	-1.4	-4	7	-0.2	0.1	-1.4
COc1ccc2c(c1)C(NS(=O)(=O)OCC(Cl)(Cl)Cl)CCC2 (stereo not given)	-0.4	-9	-1.8	-1.2	7	0.1	-1	0	-0.3	1.0	-2.2
COc1ccc(CNC(=O)C[C@H]2C[C@H](C(=O)N3CCOCC3)[C@@]3(C)c4[nH]c5cc(CCC(=O)N(C)C)ccc5c4CCN3C2=O)cc1OC	0.2	-3	1.1	-1.1	11	-0.8	3	-7	-1.9	-0.9	0.3
NC(CC(=O)OC1CCCCC1)C(=O)OC1CCCCC1 (stereo not given)	0.0	8	0.1	-0.5	2	1.9	-1	2	-0.3	-0.6	0.0
c1ccc(-c2ccccc2OCCCN2CCOCC2)cc1	-0.1	5	-1.0	-1.0	-6	2.1	5	3	-1.2	2.5	1.1
O=C(COC(=O)/C=C/c1cccc(C(F)(F)F)c1)NC(c1ccccc1)c1ccccc1	0.1	2	-1.1	-0.9	11	-2.1	-3	1	-0.2	0.9	-2.2
Cc1ccccc1-c1n[nH]c(=S)n1C	-0.4	-4	0.2	-1.1	7	0.8	0	3	-2.1	0.3	-0.1
CC(C)Cn1c(/C=N/Nc2nc3ccccc3[nH]2)nc2ccccc21	-1.5	2	-2.1	-1.2	29*	3.7	-3	-18	-2.3	-1.4	-3.2
COc1ccc2[nH]c(C(=O)NCCCN3CCCC3=O)c(C)c2c1	1.8	-5	-1.2	-0.6	8	5.9	-1	-155	3.1	0.9	0.0
CCCCn1c(N)c(N(C(=O)CSc2nncn2-c2ccccc2C)C2CCCC2)c(=O)[nH]c1=O	0.8	-2	-2.7	-0.9	-6	1.4	3	0	-3.6	0.6	-0.6
CN(Cc1ccccc1)C1=CC(=[N+]2CCCCC2)CC(C)(C)C1	-2.3	0	-0.7	-3.3	1	-9.1	-8	1	-10	-6.6	-5.3
COc1ccc(-c2csc(NC(=O)c3ccc(N4C(=O)CCC4=O)cc3)n2)cc1OC	-1.1	19*	8.8*	-2.2	-8	-1.2	-2	-6	2.9	-0.2	-2.6
CC1Cc2[nH]c(=S)[nH]c(=O)c2C(c2ccc(C(C)C)cc2)O1 (stereo not given)	0.3	-3	0.2	-1.2	15	x	-3	-3	-0.1	x	-2.0
O=C(c1ccc(CS(=O)(=O)c2ccc(Br)cc2)o1)N1CCN(c2ccccn2)CC1	-0.5	-6	0.2	-1.1	-4	-0.9	-1	0	-0.9	-3.0	-0.6
O=S(=O)(Nc1ccc(S(=O)(=O)N2CCCCC2)cc1)c1ccc(Br)s1	-0.9	1	-2.2	-0.7	-48	-1.2	-1	-1	0.1	0.2	-1.7
COc1ccc(CNC(=O)CCN2C(=O)c3ccccc3C2=O)cc1	-0.1	0	-0.5	-1.3	4	-1.4	-1	-2	-2.1	0.5	-1.6
O=S(=O)(NCC1CCCO1)c1ccc(S(=O)(=O)N2CCCC2)cc1 (stereo not given)	-0.1	7	-0.8	-0.9	-2	-1.1	0	6	-1.9	-0.3	-1.1
(listing goes on)
SMILES	DAX1 inh-1	NR1D1 modulator	PG9 binder	ssDAF-12 act	HGIII-sPLA2 inh	GAA850 FXN act	SMARCA2 activ	PLCb3 inh	hgDAF12 agonist	DAX1 inh-2	hcDAF-12 act
COc1c(C)cc(C(=O)C2CCCN(C(=O)c3cc(C)n(C)n3)C2)cc1C (stereo not given)	-0.7	-3	2.7	-1.1	3	-1.2	-2	-11	-2.6	-0.6	-2.5
Cc1ccccc1C(=O)OCCN1CCOCC1	0.7	-5	0.7	-0.2	0	0.4	8.3*	3	3.3	2.7	2.4
C/C(N)=C(/C#N)C(=O)COC(=O)c1ccc(O)cc1	-0.4	3	-1.2	-1.6	-5	0.1	1	3	-0.7	0.9	2.2
COc1ccc(Cc2nnc(NN)[nH]c2=O)cc1OC	-0.1	1	-0.3	-1.1	2	-0.1	-2	-4	-1.3	-0.8	-1.1
O=C(NC1=NCCS1)c1ccc(Cl)c(S(=O)(=O)N2CCOCC2)c1	0.4	-5	-2.2	-0.5	-1	1.2	-2	4	-0.3	0.5	-0.1
CCOC(=O)N1CCN(C(=O)C2CCCN(S(=O)(=O)c3ccc(F)cc3)C2)CC1 (stereo not given)	-0.3	-4	-0.7	-1.3	1	0.8	-3	3	-0.1	-0.7	0.1
O=C(NNC(=O)c1ccccc1Br)c1cccs1	0.2	-5	0.3	0.0	5	1.4	1	-11	5.7	0.5	-1.3
O=S(=O)(c1ccc(Nc2ccc3c(c2)OCO3)nc1)N1CCOCC1	0.5	1	0.9	-0.8	6	0.7	-4	-13	0.7	0.4	-1.6
Cc1c(NC(=O)c2cc3nc(-c4ccc(Cl)cc4)cc(C(F)(F)F)n3n2)c(=O)n(-c2ccccc2)n1C	-0.7	6	-0.4	-1.0	6	1.5	5	1	-0.4	0.9	0.1
COc1ccc(Nc2ccc(Cl)cc2)c(C(=O)O)c1	-0.2	1	-1.4	-0.9	4	0.0	-2	-36	-0.7	0.2	-0.1
O[C@H]1c2ccccc2[C@H](Cc2cncs2)[C@@H]1Br	-0.1	3	0.4	-0.3	7	0.1	1	-1	-0.6	0.8	4.4
c1ccc(OCCCn2nnc(-c3ccc(N4CCOCC4)cc3)n2)cc1	0.7	1	0.8	-1.9	1	8.6*	-2	3	-1.3	-0.9	-3.3
COc1cccc(C(NC(C)=O)c2nc(-c3ccccc3C)cs2)c1 (stereo not given)	0.8	9	1.8	-1.3	1	-2.6	4	4	7.5	x	-1.1
CCc1nc2c(OCCC3CCCCC3)cccn2c1N(C)C(=O)c1ccncc1	0.5	1	1.8	-0.8	9	-2.8	3	-46	-1.6	x	-1.0
O=C(Nc1ccccc1)Nc1cccc(Cl)c1Cl	0.1	2	-1.8	-0.8	-14	4.4	-3	10	6.3	3.1	7.3*
Cc1cccc(C2NC(=O)c3ccccc3O2)c1 (stereo not given)	0.1	2	0.6	-1.0	6	1.7	-2	-6	0.9	-1.4	-1.6
Cc1ccc(S(=O)(=O)Nc2ccccc2-c2nc3ccccc3[nH]c2=O)cc1	1.6	-3	1.6	-1.3	-8	-1.4	-4	-14	1.4	-0.3	1.7
COC(=O)CN1C(=O)C2(C(C#N)=C(N)Oc3n[nH]c(-c4cccs4)c32)c2ccccc21 (stereo not given)	-0.3	1	-0.9	-1.1	-6	-3.2	1	-6	-1.2	-0.2	-0.6
CCSc1nc2ccccc2n1CC(=O)OC	-0.7	2	1.1	-1.1	9	0.8	1	7	3.0	1.6	-1.4
CC1(NC(=S)Nc2ccccc2)CCS(=O)(=O)C1 (stereo not given)	0.0	-3	-1.2	-1.6	0	0.1	1	-3	0.5	x	-1.0
CCCCN1C[C@H](COC(=O)CCC)Oc2cccc(F)c2S1(=O)=O	-0.5	5	0.1	-0.9	-4	0.7	0	4	2.0	-1.1	1.4
Cc1c(Cl)cccc1NS(=O)(=O)c1ccccc1	-1.6	5	1.2	-1.1	-2	1.3	-8	7	2.2	0.6	-1.4
O=S(=O)(NC1CCCCC1)c1cccc(-c2nnc(-c3ccccc3)o2)c1	-0.3	1	-0.6	-1.5	7	-0.2	-4	1	0.2	-1.4	-0.2
COC(=O)[C@H](CC(C)C)NS(=O)(=O)c1c(F)cccc1F	-1.4	-4	-2.8	-0.9	13	x	-3	0	-0.4	x	0.1
Cc1nnc(Nc2ccc(Cl)cc2)n(N)c1=O	0.3	-3	-1.0	-1.0	5	2.3	0	1	-2.9	2.7	-2.2
O=C(CCN1C(=O)/C(=C/c2cccs2)SC1=S)N1CCCCC1	-0.1	-1	-1.8	-0.7	11	-10	-1	-4	-1.3	1.2	0.4
COc1ccccc1CC(=O)Nc1cccc(F)c1	0.2	3	1.4	-1.4	7	1.9	0	0	0.3	0.6	-1.2
CCOc1ccc(NC(=O)Nc2nnc(CC)s2)cc1	-0.7	1	-0.1	-1.5	-9	3.1	2	0	1.3	-0.1	-2.5
O=C(N/N=C/c1ccccn1)c1cc(-c2ccc(Br)cc2)nc2ccccc12	-0.1	5	-1.1	-2.0	-1	1.4	-2	-2	2.2	0.7	-1.5
COC(=O)c1ccc(NC(=O)CSc2nncc3ccc(OC)c(OC)c23)cc1	-1.2	-2	1.0	-0.8	-4	-2.5	-2	-13	1.3	2.5	1.3

3 entries from above, arranged by the number in GAA850 FXN act, falling.
| smiles | GAA850 FXN act |
| --- | --- |
| COC(=O)c1ccccc1OCCOc1ccccc1C(=O)OC | 2.9 |
| Cc1ccc(C(=O)CC2SC(N)=NC2=O)cc1 (stereo not given) | -0.2 |
| O=S(=O)(NCC1CCCO1)c1ccc(S(=O)(=O)N2CCCC2)cc1 (stereo not given) | -1.1 |
